Screening results: PubChem BioAssay, several laboratories
PLAP activator: activators of human placental alkaline phosphatase. P05187. purified PLAP enzyme, luminescent substrate read-out; stronger effect = higher value. activation fold at 20 µM. 96,000 compounds, 1.2% hits; in the data active means activation fold above about 2
HIV Rev-RRE inh: inhibitors of HIV-1 Rev-RRE RNA interaction. P05866. Rev peptide-RRE RNA binding, FRET. inhibition, % at 8 µM. 97,000 compounds, 0.79% hits. AID 704;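 active means inhibition above the screen-wide mean plus 3 SD, cut at about 35% in these data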;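 further: 0% = median DMSO wells and 100% = median Neomycin B control wells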
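Assay system: labelled RRE RNA duplex and labelled Rev peptide / Medium: HEPES pH 7.5 salt buffer with EDTA / Reagent: labelled Rev peptide / Schedule: 5 + 15 min at 25 °C / Signal: FRET, excitation 480 nm, emission 540 nm donor and 671 nm acceptor / Benchmarks: DMSO and neomycin B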
FAK blocker: FAK (human) kinase inhibition | Q05397 | biochemical FAK kinase activity assay | inhibition, %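 (tested at 7 µM)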 | 97,000 compounds, 0.84% hits | AID 727; in the data active means inhibition above about 19%;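 further: 0% = DMSO and 100% = reference compound high control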
Target sequence (Q05397 whole entry, looked up): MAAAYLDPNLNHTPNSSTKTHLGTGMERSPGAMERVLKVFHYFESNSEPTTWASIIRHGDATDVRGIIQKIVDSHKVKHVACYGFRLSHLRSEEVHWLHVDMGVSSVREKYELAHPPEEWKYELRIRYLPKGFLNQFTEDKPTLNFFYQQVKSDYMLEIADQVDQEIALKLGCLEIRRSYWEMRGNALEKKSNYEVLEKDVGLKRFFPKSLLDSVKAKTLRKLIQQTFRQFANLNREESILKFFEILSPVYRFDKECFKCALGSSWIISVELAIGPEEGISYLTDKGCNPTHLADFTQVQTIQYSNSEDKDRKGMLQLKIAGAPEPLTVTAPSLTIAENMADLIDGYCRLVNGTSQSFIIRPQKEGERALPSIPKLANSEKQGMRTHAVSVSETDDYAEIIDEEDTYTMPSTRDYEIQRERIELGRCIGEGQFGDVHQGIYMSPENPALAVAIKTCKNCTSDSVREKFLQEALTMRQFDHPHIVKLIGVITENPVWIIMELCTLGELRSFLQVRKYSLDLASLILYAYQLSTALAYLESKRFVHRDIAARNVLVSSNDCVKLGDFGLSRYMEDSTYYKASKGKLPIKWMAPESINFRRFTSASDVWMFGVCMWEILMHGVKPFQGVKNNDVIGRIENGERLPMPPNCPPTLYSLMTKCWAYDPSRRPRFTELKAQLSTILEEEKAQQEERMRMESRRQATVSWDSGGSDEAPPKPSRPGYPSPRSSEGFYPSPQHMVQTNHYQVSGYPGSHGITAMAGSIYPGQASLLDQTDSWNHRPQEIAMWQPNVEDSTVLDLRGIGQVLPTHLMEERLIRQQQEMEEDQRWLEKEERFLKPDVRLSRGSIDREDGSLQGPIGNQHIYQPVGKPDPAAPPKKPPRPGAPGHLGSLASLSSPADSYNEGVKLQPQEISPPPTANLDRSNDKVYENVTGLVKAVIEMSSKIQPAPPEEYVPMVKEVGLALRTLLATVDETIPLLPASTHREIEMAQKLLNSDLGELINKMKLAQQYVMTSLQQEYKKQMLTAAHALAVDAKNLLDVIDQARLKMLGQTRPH
PLK1 PBD inh: inhibitors of human Plk1 polo box domain binding; inhibition, %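 (tested at about 20 µM)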; P53350; 97,000 compounds, 0.13% hits; Plk1 PBD phosphopeptide binding, fluorescence polarization; in the data active means inhibition above about 34%, passing the limit was not always enough
S1P2 antag: antagonists of human S1P2 receptor | O95136 | cell-based S1P2 antagonist assay, inhibition at 5 uM | inhibition, % at 5 µM | 97,000 compounds, 0.21% hits; in the data active means inhibition above about 45%;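 further: CRE beta-lactamase reporter cells expressing human S1P2 stimulated with S1P; 0% = agonist at EC80 alone and 100% = agonist plus reference antagonist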
S1P2 agonist: activates the human S1P2 receptor | O95136 | activation, % at 4.5 µM | 97,000 compounds, 0.46% hits | S1P2-expressing cell line, agonist reporter read-out | AID 729; in the data active means activation above about 16%;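 further: 0% = vehicle low control and 100% = maximal reference agonist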
MT1-MMP txn act: activates MT1-MMP transcription | HT1080 MT1-MMP promoter luciferase reporter, luminescence, overnight; stronger effect = higher value | activation factor at 10 µM | 86,000 compounds, 0.16% hits | AID 750;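 active means activation factor of at least 2 for MT1-MMP transcription at 10 µM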
PLK1 kinase inh: PLK1 (human) kinase inhibition | inhibition, % at 10 µM | P53350 | recombinant PLK1 kinase, TR-FRET peptide phosphorylation | AID 619 | 97,000 compounds, 0.53% hits;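 active means inhibition of 50% or more in the single-concentration screen; inactive means inhibition below 50%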;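 further: 0% = DMSO max control and 100% = H-89 dihydrochloride min control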
EphB4 ephrin blk: antagonists of human EphB4-ephrin-B2 interaction | AID 720 | 97,000 compounds, 0.15% hits | P54760 | inhibition, % at 7 µM | EphB4 LBD / TNYL-RAW-Alexa532 peptide, fluorescence polarization;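 active means inhibition above the screen-wide mean inhibition plus 3 SD, cut at about 15% in these data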;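 further: 0% = DMSO wells and 100% = excess unlabeled TNYL-RAW peptide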
The depositor's hits bear a star; . = not tested or not shown.

compound,PLAP activator,HIV Rev-RRE inh,FAK blocker,PLK1 PBD inh,S1P2 antag,S1P2 agonist,MT1-MMP txn act,PLK1 kinase inh,EphB4 ephrin blk
CCn1c(SCC(=O)Nc2ccc3c(c2)OCO3)nnc1-c1ccccc1O,1.3,2.8,1.0,-5.0,-8.0,-1.9,1,-5.1,-5.7
CCOc1ccc(OCC)c(NC(=O)CCn2c(=O)oc3ccccc32)c1,0.9,12.3,-3.5,-26.3,16.2,-2.1,1.2,-10.5,2.1
O=C(CN1C(=O)NC2(CCCC2)C1=O)Nc1ccc(F)c(F)c1F,0.9,6.9,2.7,6.6,-7.9,3.2,.,-14.3,0.8
COc1ccc(NC(=O)C2CCCN(S(=O)(=O)c3cccc4nonc34)C2)cc1 (stereo unspecified),0.9,11.3,-0.5,-10.8,-0.3,-5.1,1.2,-3.3,7.2
CCc1c(C(=O)OC)nnc2cc(C)nn12,0.9,1.6,2.4,-5.7,-5.0,3.6,.,-17.0,1.3
COc1ccc(-n2nc3ccc(NS(C)(=O)=O)cc3n2)cc1Cl,1.4,5.4,-2.4,29.0,-8.3,-8.3,1.5,-8.9,4.4
CCOC(=O)c1[nH]c2ccc(F)cc2c1NC(=O)CN1CCc2cc(OC)c(OC)cc2C1,1.5,9.2,-0.8,-24.3,-7.3,-1.9,1.1,-10.0,4.5
c1coc(-c2nnc3sc(-c4cccs4)nn23)c1,1,7.7,1.5,-6.0,14.1,-5.5,1.3,9.7,2.7
CN(C)CCNC(=O)Cn1nc(C(F)F)cc1C1CC1,0.9,5.8,0.3,-6.2,-44.0,-7.1,1,-13.4,3.3
COc1ccc(N2CCN(c3nc4c(c(=O)n(C)c(=O)n4C)n3Cc3ccccc3)CC2)cc1,1.5,0.3,1.8,1.8,3.9,-1.7,1.2,-15.2,3.3

(listing goes on)
compound,PLAP activator,HIV Rev-RRE inh,FAK blocker,PLK1 PBD inh,S1P2 antag,S1P2 agonist,MT1-MMP txn act,PLK1 kinase inh,EphB4 ephrin blk
Cc1cc(=O)n2[nH]c(-c3ccccc3Cl)cc2n1,.,8.4,0.6,11.6,-5.4,1.1,1.3,11.6,-2.4
O=P(O)(CCc1ccncc1)CN1CCCCC1,1,0.6,1.3,42.4,5.4,-4.2,1.2,-9.4,1.1
COC(=O)C1C2C=CC3(CN(C(C)C)C(=O)C13)O2 (stereo unspecified),1,9.8,3.7,13.4,12.2,-2.7,1.1,54.8*,3.5
CCCNC(=O)c1ccc(CNc2c(N3CCC(C(=O)OCC)CC3)c(=O)c2=O)cc1,1.1,-1.9,-5.0,10.5,7.0,-5.7,1.1,-3.5,-3.8
CSc1nc(O)c(Cc2ccccc2)c(=O)[nH]1,1.2,2.0,-6.7,6.5,-9.0,-4.9,1.1,0.7,-3.6
COc1ccc2c(c1)SC1=NCCS(=O)(=O)N12,1,9.5,0.7,1.6,18.5,-2.3,1.1,-2.1,1.1
CC1C2=C(CCCC2=O)N(c2cccc3ccccc23)C2=C1C(=O)CCC2,.,8.8,-3.6,1.6,-18.3,3.6,1,-9.1,-3.0
Cc1noc(C)c1C(=O)OCC(=O)NC(=O)NC12CC3CC(CC(C3)C1)C2,1.2,11.2,2.5,3.6,4.2,-7.1,1.1,-6.3,6.2
CCNC(=O)Nn1c(C)nnc1C,1,5.7,-0.2,14.8,0.5,-1.3,1,-9.4,-8.1
CNC(=O)CN(c1cccc2ccccc12)S(C)(=O)=O,1.2,7.5,4.3,7.8,3.1,-2.8,1.1,-2.5,8.8

Sorted by length of the SMILES (ascending): some entries from above.
compound,PLAP activator,HIV Rev-RRE inh,FAK blocker,PLK1 PBD inh,S1P2 antag,S1P2 agonist,MT1-MMP txn act,PLK1 kinase inh,EphB4 ephrin blk
CCNC(=O)Nn1c(C)nnc1C,1,5.7,-0.2,14.8,0.5,-1.3,1,-9.4,-8.1
CCc1c(C(=O)OC)nnc2cc(C)nn12,0.9,1.6,2.4,-5.7,-5.0,3.6,.,-17.0,1.3
CSc1nc(O)c(Cc2ccccc2)c(=O)[nH]1,1.2,2.0,-6.7,6.5,-9.0,-4.9,1.1,0.7,-3.6
c1coc(-c2nnc3sc(-c4cccs4)nn23)c1,1,7.7,1.5,-6.0,14.1,-5.5,1.3,9.7,2.7
CN(C)CCNC(=O)Cn1nc(C(F)F)cc1C1CC1,0.9,5.8,0.3,-6.2,-44.0,-7.1,1,-13.4,3.3
Cc1cc(=O)n2[nH]c(-c3ccccc3Cl)cc2n1,.,8.4,0.6,11.6,-5.4,1.1,1.3,11.6,-2.4
CNC(=O)CN(c1cccc2ccccc12)S(C)(=O)=O,1.2,7.5,4.3,7.8,3.1,-2.8,1.1,-2.5,8.8
COC(=O)C1C2C=CC3(CN(C(C)C)C(=O)C13)O2 (stereo unspecified),1,9.8,3.7,13.4,12.2,-2.7,1.1,54.8*,3.5
COc1ccc(-n2nc3ccc(NS(C)(=O)=O)cc3n2)cc1Cl,1.4,5.4,-2.4,29.0,-8.3,-8.3,1.5,-8.9,4.4
O=C(CN1C(=O)NC2(CCCC2)C1=O)Nc1ccc(F)c(F)c1F,0.9,6.9,2.7,6.6,-7.9,3.2,.,-14.3,0.8
CC1C2=C(CCCC2=O)N(c2cccc3ccccc23)C2=C1C(=O)CCC2,.,8.8,-3.6,1.6,-18.3,3.6,1,-9.1,-3.0
COc1ccc(NC(=O)C2CCCN(S(=O)(=O)c3cccc4nonc34)C2)cc1 (stereo unspecified),0.9,11.3,-0.5,-10.8,-0.3,-5.1,1.2,-3.3,7.2
CCCNC(=O)c1ccc(CNc2c(N3CCC(C(=O)OCC)CC3)c(=O)c2=O)cc1,1.1,-1.9,-5.0,10.5,7.0,-5.7,1.1,-3.5,-3.8
CCOC(=O)c1[nH]c2ccc(F)cc2c1NC(=O)CN1CCc2cc(OC)c(OC)cc2C1,1.5,9.2,-0.8,-24.3,-7.3,-1.9,1.1,-10.0,4.5
COc1ccc(N2CCN(c3nc4c(c(=O)n(C)c(=O)n4C)n3Cc3ccccc3)CC2)cc1,1.5,0.3,1.8,1.8,3.9,-1.7,1.2,-15.2,3.3

Continued.
compound,PLAP activator,HIV Rev-RRE inh,FAK blocker,PLK1 PBD inh,S1P2 antag,S1P2 agonist,MT1-MMP txn act,PLK1 kinase inh,EphB4 ephrin blk
COn1c(SCc2cccc(Cl)c2)nc2ccccc2c1=O,1,2.5,8.1,-11.1,17.6,-4.2,1.1,-10.6,5.1
Cc1ccc(SCC(=O)NCCN2C(=O)CSC2=O)c(C)c1,.,0.7,-3.2,4.2,-11.7,-7.3,1.1,-11.2,-0.7
COc1ccc(CNC(=O)/C=C/c2cc([N+](=O)[O-])ccc2OC(F)F)cc1OC,1,14.8,-0.4,-9.1,-19.8,1.8,.,-16.8,0.2
Cc1ccc(S(=O)(=O)N2CCCCC2C(=O)N2CCN(c3ccccc3F)CC2)cc1 (stereo unspecified),1,2.7,-0.5,1.2,-7.7,1.9,1.3,-4.7,1.7
CCOC(=O)C(C)Oc1ccc2c(C)cc(=O)oc2c1C(C)=O (stereo unspecified),1.1,0.4,3.9,5.4,-36.5,-0.6,.,-8.7,-2.3
CCOc1ccccc1N1CCN(Cc2ccc(Br)s2)CC1,1.2,9.2,2.4,2.4,19.5,-4.2,1,1.8,4.3
COc1ccc(S(=O)(=O)N2Cc3ccccc3CC2C(=O)N2CCOCC2)cc1OC (stereo unspecified),1.5,-2.5,-1.0,15.4,2.3,-7.1,1.2,-2.9,-7.5
O=C(CSc1nnc(COc2ccccc2)o1)N1CCN(c2ccccc2)CC1,.,5.5,-3.4,-4.0,-15.3,-3.6,1.1,-15.9,1.0
Cn1c(SCC(=O)NC2CC2)nnc1-c1cccc(NC(=O)c2ccccc2F)c1,0.9,2.8,1.1,12.7,6.1,-2.5,1.1,-3.6,1.4
CCn1c(COc2cc(C)cc(C)c2)nnc1SCC(=O)N1CCN(c2ccccc2)CC1,1,-0.9,-1.4,1.2,-2.0,-5.8,.,-4.3,0.2

Further results
compound,PLAP activator,HIV Rev-RRE inh,FAK blocker,PLK1 PBD inh,S1P2 antag,S1P2 agonist,MT1-MMP txn act,PLK1 kinase inh,EphB4 ephrin blk
CCCCC(c1nnnn1CC1CCCO1)N1CCN(c2cc(Cl)ccc2C)CC1 (stereo unspecified),1.5,-1.9,-6.9,-6.7,0.4,-0.3,1.2,0.1,0.3
c1csc(Cc2nc(-c3ccc(-n4cccc4)cc3)no2)c1,.,7.6,1.8,0.1,-0.6,-3.9,1.1,-3.4,-0.9
COc1ccc(NC(=O)Nc2ccc(Cc3ccncc3)cc2)cc1OC,1,4.7,14.0,-0.2,11.3,-3.8,.,-10.2,3.4
O=S1(=O)C=CC(Sc2nc3ccccc3[nH]2)C1 (stereo unspecified),0.9,7.8,3.5,-14.1,5.4,-2.6,1,-0.4,-1.5
N#Cc1sc2nc(-c3cccs3)cc(-c3ccc(Cl)cc3)c2c1N,0.9,33.0,2.3,5.0,-5.0,-7.6,.,13.9,1.3
CNC(=O)CSc1nnc(COc2ccc(Cl)cc2)n1CCOC,0.9,1.6,-6.1,-12.5,-4.8,-1.3,1.1,-10.4,-3.0
Cn1nc(C(F)(F)F)c(C(=O)Nc2ccc(F)cc2F)c1Oc1cccc(Cl)c1,0.8,11.6,-6.5,-10.5,8.7,-7.2,.,-8.8,-3.1
O=C(NCc1cccs1)C1CCN(S(=O)(=O)N2CCCC2)CC1,1.1,7.4,3.0,19.3,14.9,-3.6,1.1,-13.9,4.0
CCNC(=O)CC1C(=O)N(c2ccccc2)C(=O)N1Cc1ccc(OC)cc1 (stereo unspecified),1.1,6.7,-0.4,-7.8,7.1,-4.7,1,-7.1,1.8
O=C(CSc1ccc(-c2ccccc2)nn1)N1CCOCC1,0.8,0.7,-1.4,-5.2,7.1,-10.7,1.2,-18.6,3.3

Following part:
compound,PLAP activator,HIV Rev-RRE inh,FAK blocker,PLK1 PBD inh,S1P2 antag,S1P2 agonist,MT1-MMP txn act,PLK1 kinase inh,EphB4 ephrin blk
N#CCSc1nc2c(c(=O)n1Cc1ccco1)C1(CCCC1)Cc1ccccc1-2,0.9,9.6,-0.4,-5.0,-6.2,-3.4,1.3,-9.0,3.5
Cc1cc(C)n(C(=O)CSc2ccc(Cl)cc2)n1,1,8.4,-2.3,-4.8,9.2,-3.6,.,-14.2,-2.7
CC(C)OC(=O)n1c(=S)oc2ccccc21,1.3,2.6,-2.8,5.9,-6.0,-2.3,1.2,6.4,3.8
CCn1c2ccccc2c2nc3cc(OC)c(OC)cc3nc21,0.9,3.8,-0.7,5.2,-37.5,23.1*,1,-1.6,4.5
Cn1c(-c2cccc(OCc3ccccc3)c2)nc2c1c(=O)[nH]c(=O)n2Cc1ccccc1,1.2,8.8,-1.5,4.9,-8.2,-5.9,.,-19.2,2.3
C=CCOc1ccc(C2C(C(=O)c3ccco3)=C(O)C(=O)N2CCCN(CC)CC)cc1 (stereo unspecified),1.7,5.9,-1.0,-10.9,-4.5,-7.6,1,-0.3,1.1
N#Cc1cc2c(nc1SCC(=O)N1CCCCC1)CCCC2,1.2,8.0,7.1,15.4,16.6,31.5*,1.3,-12.4,12.7
N#C/C(=C(/O)Cc1cccc2ccccc12)c1nc2ccccc2s1,1.3,3.5,-2.2,-8.2,2.8,-7.2,.,-10.9,-3.8
COC(=O)CC/C(O)=C1\C(=O)CC(C)(C)CC1=Nc1ccccc1OC,1.1,3.6,-0.5,-3.7,-16.7,-0.7,1.1,7.8,-4.4
O=C(Oc1oc(-c2ccco2)nc1C=Nc1ccc(Cl)cc1)c1ccco1,1,4.5,-2.6,-11.1,29.1,-5.2,.,1.9,9.8
Cc1ccc2c(c1)NC(=O)C(CC(=O)NCCCN1CCN(c3cc(C)ccc3C)CC1)O2 (stereo unspecified),1.6,-1.6,-2.7,-30.2,9.9,-7.1,1.1,3.3,-2.6
COc1ccccc1OCC(=O)N(Cc1nc(-c2ccccc2)no1)C1CCCCC1,1.5,5.8,6.0,10.3,-1.2,-6.7,1.2,-14.2,2.3
